JMJD2A Tudor – inhibitors of human JMJD2A Tudor domain. O75164. AlphaScreen JMJD2A-Tudor / H3K4me3 peptide binding. Potency, µM (series often up to 114 µM), for the others: top-dose activity change, negative = inhibition, hits mostly inhibitors. 4.4% of 390,000 active; note: potency is the fitted concentration of half-maximal effect; % is set by controls: 0 for no effect and ±100 for the full control effect; nearly all actives have a fitted effect of over 50% in size
ALOX12 inh – blocks human arachidonate 12S-lipoxygenase; P18054; purified 12hLO, xylenol orange hydroperoxide absorbance; Potency, µM (top dose mostly 108 µM), for the others: at the highest dose activity change, negative = inhibition, usual class: inhibitors; 1.1% of 580,000 active; AID 1671190; note: potency is the fitted concentration of half-maximal effect; % is set by controls: 0 for no effect and ±100 for the full control effect
Target sequence (P18054 whole entry, looked up): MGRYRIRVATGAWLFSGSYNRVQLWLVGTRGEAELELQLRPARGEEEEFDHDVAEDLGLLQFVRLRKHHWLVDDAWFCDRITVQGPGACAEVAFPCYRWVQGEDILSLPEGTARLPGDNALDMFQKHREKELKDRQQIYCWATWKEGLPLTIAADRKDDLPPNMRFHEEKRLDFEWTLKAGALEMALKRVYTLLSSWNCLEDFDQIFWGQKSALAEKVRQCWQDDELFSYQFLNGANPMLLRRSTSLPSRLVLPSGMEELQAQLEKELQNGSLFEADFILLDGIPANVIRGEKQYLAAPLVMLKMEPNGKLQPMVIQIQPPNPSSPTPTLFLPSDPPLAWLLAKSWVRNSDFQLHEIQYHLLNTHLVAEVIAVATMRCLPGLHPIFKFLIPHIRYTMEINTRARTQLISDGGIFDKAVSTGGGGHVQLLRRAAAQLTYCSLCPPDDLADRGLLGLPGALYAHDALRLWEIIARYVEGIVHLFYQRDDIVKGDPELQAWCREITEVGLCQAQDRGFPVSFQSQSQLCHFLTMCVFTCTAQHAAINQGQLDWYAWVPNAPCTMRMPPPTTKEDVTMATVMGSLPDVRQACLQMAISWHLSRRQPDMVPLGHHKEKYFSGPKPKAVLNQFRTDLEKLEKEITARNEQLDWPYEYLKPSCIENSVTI
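Purified human 12hLO at 150 nM in 25 mM Hepes, 0.01% Triton X-100, pH 7.0, preincubated 15 min at room temperature with compound. Reaction started with 40 uM arachidonic acid, 30 min at room temperature. Hydroperoxide measured by Fe-xylenol orange, 573/405 nm absorbance ratio.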
ERG-DNA inh – blocks human ERG Ets domain binding to DNA. P11308. fluorescence polarization, His-ERG Ets domain / labelled DNA. Potency, µM (highest dose often 76.9 µM), for the others: at the highest dose FP activity, negative = inhibition, most hits filed as inhibitors. 0.028% of 370,000 active. AID 624246; active = well fitted inhibition curve with a large enough effect in the polarisation, with a control signal flat; inconclusive = small, poorly fitted or top-dose-only effect, or effect the other way, or a change in a side signal; inactive = no such curve, though single readings can be large or run the other way; the % refers to the polarisation;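 note: polarization taken with two DNA probes labelled with fluorescein and Texas red; potency is the fitted concentration of half-maximal effect; % of control where 0% means no effect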
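His-tagged ERG Ets domain (1 uM in the protein solution; 300mM KCl, 50mM Tris-HCl, 1mM EDTA, 1mM DTT, pH 7.5) received compound, then a probe mix of 5 nM fluorescein-DNA and 100nM Texas-615-DNA. Fluorescence polarization was read for both dyes.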
GLS inhibitor – inhibitors of human glutaminase (GLS); GLS enzymatic activity, qHTS titration; 0.21% of 410,000 active; Potency, µM (series often up to 45.5 µM), for the others: top-dose activity change, negative = inhibition, usual class: inhibitors; O94925; note: potency is the fitted concentration of half-maximal effect; % is set by controls: 0 for no effect and ±100 for the full control effect
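Coupled fluorescence readout: glutamate oxidase/HRP/Amplex Red detect glutamate formed by hKGA from L-glutamine (1 mM solution added). Buffer 45 mM KH2PO4 pH 8.2, 0.02% Tween-20; reads at t0 and 30 min RT.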
HP1b binding inh – inhibitors of HP1-beta chromodomain binding to methylated histone tails. AlphaScreen HP1-beta / biotin-H3K9me3 peptide binding. 0.56% of 390,000 active. P83916. Potency, µM (highest dose often 114 µM), without a hit: at the top dose activity change, negative = inhibition, most hits filed as inhibitors. AID 540317; note: potency is the fitted concentration of half-maximal effect; nearly all actives have a fitted effect of over 70% in size; inactives centre near 23
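HP1-beta protein (50 nM final) preincubated 30 min at room temperature with biotinylated H3(1-18)K9me3 peptide (50 nM) in PBS pH 7.4, 0.01% Tween-20, then compound added for 30 min. AlphaScreen streptavidin donor/nickel chelate acceptor beads (10 ug/mL final), 30 min dark, luminescence read.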
PI4K2A block – inhibitors of human PI4K2A; 0.13% of 420,000 active; purified PI4K2A, ADP-Glo luminescence, 1 h; active compounds read low; Q9BTU6; activity change, negative = inhibition, % at 76.9 µM; in the data active = activity change below about -50%; inconclusive = mostly about -30% to -49%;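 note: -100% = wells without enzyme as full effect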
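ADP-Glo luminescence measured ADP generated by PI4K2A enzyme (4 ug/mL before mixing) with 1.2 mM PI substrate (pre-mix) and 300 microM ATP (pre-mix). Tris pH7.5 buffer with MgCl2, Triton X-100; 1 h reaction at ambient temperature.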
G9a inh – inhibitors of human histone lysine methyltransferase G9a. G9a H3K9 monomethylation, AlphaScreen, 2 h. Potency, µM (highest dose often 102 µM), without a hit: at the top dose activity, negative = inhibition, hits mostly inhibitors. 8.8% of 350,000 active; note: potency is the fitted concentration of half-maximal effect; % is set by controls: 0 for no effect and ±100 for the full control effect; nearly all actives have a fitted effect of over 75% in size
Target sequence (Q96KQ7 913-1193 limits assumed): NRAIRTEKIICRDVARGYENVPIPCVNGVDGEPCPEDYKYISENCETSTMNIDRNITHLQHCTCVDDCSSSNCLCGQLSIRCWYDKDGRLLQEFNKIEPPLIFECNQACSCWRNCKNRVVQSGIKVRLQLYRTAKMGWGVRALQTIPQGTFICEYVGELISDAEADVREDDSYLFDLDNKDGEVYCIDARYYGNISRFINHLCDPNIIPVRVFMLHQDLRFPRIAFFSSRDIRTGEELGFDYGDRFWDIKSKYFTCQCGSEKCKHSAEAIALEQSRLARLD
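Compounds were preincubated with 20 nM G9a for 15 min, after which biotinylated H3K9 peptide (500 nM) and SAM (20 uM) started a 2 h room-temperature reaction. Monomethylated product was quantified by antibody-based AlphaScreen chemiluminescence.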
RGS4 inhibitor – inhibitors of human regulator of G protein signaling 4; P49798; Transcreener GDP fluorescence polarization, RGS4-accelerated GTP hydrolysis; Potency, µM (series often up to 114 µM), for the others: at the top dose activity change, negative = inhibition, usual class: inhibitors; 0.039% of 390,000 active; AID 504845; note: potency is the fitted concentration of half-maximal effect; % is set by controls: 0 for no effect and ±100 for the full control effect; nearly all actives have a fitted effect of over 75% in size; some results filed as inactive show a strong effect at the top dose
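MLSMR compounds (23 nl, pin-transferred) preincubated 10 min at room temperature with a 500nM (2x) first reagent, then RGS4 at 900nM (2x) plus Transcreener GDP mix added; fluorescence polarization (620/688 nm) read before and after 90 min at 30 °C.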
BAZ2B block – inhibitors of human BAZ2B bromodomain; AlphaScreen BAZ2B-H3K14Ac peptide displacement; Potency, µM (doses to about 114 µM), for the others: at the top dose activity change, negative = inhibition, actives largely listed as inhibitors; 4.4% of 360,000 active; note: potency is the fitted concentration of half-maximal effect; % is set by controls: 0 for no effect and ±100 for the full control effect; nearly all actives have a fitted effect of over 60% in size
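In this displacement format the biotinylated H3(5-23) peptide acetylated at Lys14 serves as ligand at 50 nM, with BAZ2B at 50 nM in PBS pH 7.4 containing 0.01% Tween-20. Donor and acceptor beads are 10 ug/mL final.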
An asterisk follows results filed as active; ? = inconclusive; · = not tested or not shown; [ ] = dose if it differs, or a comment. Unless noted, calls come from the whole dose curve; as a rule, active = well fitted curve in the direction sought with a large enough effect; inconclusive = small, poorly fitted or top-dose-only effect, or another doubt; inactive = no such curve, though single readings can be large; an effect the other way counts as inactive or inconclusive. Only part of the results is shown; count on the stated rates, not on these rows.

SMILES	JMJD2A Tudor	ALOX12 inh	ERG-DNA inh	GLS inhibitor	HP1b binding inh	PI4K2A block	G9a inh	RGS4 inhibitor	BAZ2B block
CCOc1ccc(-c2cc(OC(=O)c3ccc(OC)cc3)c3c(C)oc(C)c3c(=O)c2)cc1	-30%	5%	-4%	1%	17%	-1	?	-29%	-32%
O=C(COC(=O)/C=C/c1ccc([N+](=O)[O-])cc1)NCC1CCCCC1	-6%	10%	7%	3%	20%	0	·	-38%	·
CCOC(=O)N1CCC(NC(=O)c2ccccc2C(=O)O)CC1	-5%	0%	-7%	6%	16%	-13	9%	6%	-22%
O=C(Nc1ccccc1Br)N1CCN2CCCCC2C1 (stereo unspecified)	6%	-12%	-3%	9%	27%	1	-23%[59 µM]	20%	-11%
CC(C)CCn1c(=O)c2sccc2n2c(CCCC(=O)NC(C)c3ccccc3)nnc12 (stereo unspecified)	-6%	-17%	-12%	-21%	35%	-1	1%[59 µM]	8%	-10%
COc1cccc(NS(=O)(=O)c2ccc3c(c2)n(C)c(=O)c(=O)n3C)c1	-20%	0%	-6%	5%	15%	4	0%[12.7 µM]	-3%	2%
CC(=O)c1ccc(N2CCN(C(=O)CCCCn3c(=O)[nH]c4ccsc4c3=O)CC2)cc1	-7%	0%	-5%	-6%	44%[activator]	0	6%[59 µM]	-26%	-15%
COc1cc(Cl)c(C)cc1NC(=O)Cn1ncc2c3ccccc3n(Cc3ccccc3)c2c1=O	-22%	-15%	3%	-1%	1%	2	5%[59 µM]	17%	-4%
OC(COCc1ccccc1)COCc1ccccc1	8%	-12%	-1%	-1%	24%	6	·	23%	·
COC(=O)c1nn(-c2ccccc2)c(Sc2ccc(Br)cc2)c1/C=N/O	-13%	18%	2%	13%	27%	3	-1%[59 µM]	13%	5%
Cc1nc2ccc(S(=O)(=O)NCC(=O)Nc3ccc(C)c(Cl)c3)cc2s1	-12%	-22%	-2%	-1%	29%	-5	-5%[59 µM]	-8%	5%
COc1ccccc1C(=O)NC(CCSC)C(=O)NNC(=O)c1csc(N2CCOCC2)n1 (stereo unspecified)	-6%	19%	-5%	10%	44%[activator]	1	32%	-10%	0%
O=C(NCc1ccc2c(c1)OCO2)c1cc2c(s1)CSC2	-28%	1%[57.4 µM]	0%	19%	-2%	-20	35µM*	-35%	-34%
COc1ccc(OCc2n[nH]c(=S)n2-c2ccc(C)cc2)cc1	?	?	5%	-1%	7%	-2	?	-52%	-32%
CCOC(=O)Cc1ccc(NC(=O)c2ccc(C(C)(C)C)cc2)cc1	?	0%	-1%	?	6%	-3	11%	-26%[11.4 µM]	0%
COCCCNC(=O)CN(c1ccc(F)cc1)S(=O)(=O)c1ccc2c(c1)OCCO2	-8%	-4%	-3%	7%	10%	1	26%	14%	8%
COC(=O)c1cccc(Nc2c(-c3cc(Br)ccc3O)nc3nc[nH]n23)c1	?	?	2%	-30%	10%	-4	17%[59 µM]	11%	-29%
COCCn1c(=O)c2ccccc2c2ccccc2c1=O	-7%	-20%	12%	14%	41%[activator]	-23	·	20%	4%
O=[N+]([O-])c1cc(C(F)(F)F)ccc1N1CCC(O)CC1	-29%	-8%	-6%	7%	23%	-3	·	9%	?
CCOC(=O)Cn1nc(-c2ccccc2)c2cnc3ccc(CC)cc3c21	-22%	-11%	-6%	-17%	38%	8	?	-18%	-9%
CCCCOc1ccc(C(=O)NNC(=S)NC(=O)CC)cc1	?	·	5%	1%	39%	11	20µM*	?	9%
Cn1c(=O)c2c(nc(OC/C=C/c3ccccc3)n2C)n(C)c1=O	-11%	25%	·	21%	17%	0	·	-10%	·
Cc1cccc(NS(=O)(=O)c2c(C)noc2C)c1	-14%	6%	7%	1%	-1%	1	-7%	-4%	0%
Cc1ccc(OCCC(=O)Nc2ccc(S(=O)(=O)Nc3nccs3)cc2)cc1	-21%	0%	4%	-1%	?	-8	15%[12.7 µM]	17%	-28%
CCn1cc2c(n1)-c1c(oc(C(=O)Nc3cccc(C(F)(F)F)c3)c1C)CC2	-29%	-25%	-7%	-6%	17%	3	?	6%	-31%

Given with values ahead of the structure: entries from further up
JMJD2A Tudor	ALOX12 inh	ERG-DNA inh	GLS inhibitor	HP1b binding inh	PI4K2A block	G9a inh	RGS4 inhibitor	BAZ2B block	smiles
?	·	5%	1%	39%	11	20µM*	?	9%	CCCCOc1ccc(C(=O)NNC(=S)NC(=O)CC)cc1
-11%	25%	·	21%	17%	0	·	-10%	·	Cn1c(=O)c2c(nc(OC/C=C/c3ccccc3)n2C)n(C)c1=O

Complete entries, looked up by structure. Screens in order: JMJD2A Tudor	ALOX12 inh	ERG-DNA inh	GLS inhibitor	HP1b binding inh	PI4K2A block	G9a inh	RGS4 inhibitor	BAZ2B block
Entry for `CC(C)CCn1c(=O)c2sccc2n2c(CCCC(=O)NC(C)c3ccccc3)nnc12` (stereo unspecified) : -6%	-17%	-12%	-21%	35%	-1	1%[59 µM]	8%	-10%
Entry for `COCCCNC(=O)CN(c1ccc(F)cc1)S(=O)(=O)c1ccc2c(c1)OCCO2` : -8%	-4%	-3%	7%	10%	1	26%	14%	8%
Entry for `CCOC(=O)Cc1ccc(NC(=O)c2ccc(C(C)(C)C)cc2)cc1` : ?	0%	-1%	?	6%	-3	11%	-26%[11.4 µM]	0%
Entry for `CCOC(=O)N1CCC(NC(=O)c2ccccc2C(=O)O)CC1` : -5%	0%	-7%	6%	16%	-13	9%	6%	-22%

Additional entries.
SMILES	JMJD2A Tudor	ALOX12 inh	ERG-DNA inh	GLS inhibitor	HP1b binding inh	PI4K2A block	G9a inh	RGS4 inhibitor	BAZ2B block
Cc1ccc(C)c(NS(=O)(=O)c2csc(C(N)=O)c2)c1	-8%	-2%	7%	-7%	-2%	-8	37%	3%	-10%
COc1cc2c(cc1OC)CN(CCC(C)c1ccc(Cl)cc1)CC2 (stereo unspecified)	-30%	?	-2%	9%	9%	-1	·	11%	·
O=C(CN1C(=O)c2ccccc2C1=O)N1CCN=C1c1ccccc1	4%	0%	4%	2%	30%	7	10%	-8%	1%
Cc1cc(=O)n2nc(N3CCCC3C(=O)Nc3ccc(C(C)C)cc3)sc2n1 (stereo unspecified)	-17%	2%	9%	0%	65%[activator]	-4	21%	3%	-7%
CC1CCN(C(=O)c2nc[nH]c2C(=O)N2CCC(C)CC2)CC1	-22%	-1%	0%	1%	32%	2	-3%[2.33 µM]	-2%	5%
CC(=O)c1cc(C#N)c(Oc2ccc(Cl)cc2Cl)nc1C	1%	67%[activator]	-2%	5%	32%	4	·	12%	·
COc1ccc(N2CCN(c3cc(C)nc4nc(-c5ccc(C)cc5)nn34)CC2)cc1	-13%	-9%	-4%	3%	26%	-2	?	24%	2%
CCC(=O)Nc1ccc(C(=O)NCCCn2ccnc2)cc1	-7%	-1%	1%	4%	58%[activator]	2	·	1%[11.4 µM]	?
COc1nsnc1NS(=O)(=O)c1ccc(NC(=S)NC(=O)c2ccncc2)cc1	-25%	?	5%	18%	-23%	-7	-9%[59 µM]	6%	-27%
Cc1nn(-c2ccccc2)nc1C(=O)Nc1nnc(C(F)(F)F)s1	3%	176%[activator]	-1%	0%	34%[activator]	-4	-48%[59 µM]	-28%	3%
C/C(=N\NC(=O)NC1CCCCC1)C1CCCCC1	-14%	11%	16%	20%	15%	3	8%[59 µM]	12%	2%
Cc1ccc2c(=O)c(C(=O)c3ccccc3)cn(CC(=O)NCc3ccccc3)c2n1	6%	-13%	-15%	-5%	38%	2	-15%[59 µM]	-23%	9%[57.1 µM]
Cc1cc(C)c(S(=O)(=O)N2CCCC2)c(C)c1	14%	0%	-6%	-1%	61%[activator]	0	·	19%	-5%
CCN(C(=O)COc1ccc(C(C)=O)cc1)c1cccc2ccccc12	-6%	1%	-10%	-20%	9%	1	·	1%	·
COc1ccc(CCNC(=O)c2ccc(N(C)S(=O)(=O)c3ccccc3)cc2)cc1	-5%	9%	12%	-2%	39%[activator]	3	13%	-12%	-9%
CCCCCCCCOC(=O)C(NC(=O)CCC(=O)Nc1ccc(S(N)(=O)=O)cc1)C(O)c1ccccc1 (stereo unspecified)	9%	20%	-1%	1%	15%	-7	10%[59 µM]	-3%	5%
Cc1ccc(NS(=O)(=O)c2cccc(C(=O)NC3CCN(Cc4ccccc4)CC3)c2)c(C)c1	-31%	45%	16%	2%	58%[activator]	-4	·	3%	·
Cn1c(=O)oc2cc(S(=O)(=O)N3CCN(c4ccccn4)CC3)ccc21	-12%	4%	-14%	3%	23%	1	?	3%	2%
O=C(N/C(=C\c1ccco1)C(=O)N1CCC(O)CC1)c1ccccc1	-10%	-12%	-3%	7%	10%	0	?	8%	1%

Bioassay records from PubChem.
